PABP1 MLLE inh – inhibitors of microRNA-mediated deadenylation, human PABP1 MLLE binding | GST-MLLE / FITC-PAM2 fluorescence polarization | inhibition, % at 20 µM | hit rate 0.36% among 360,000; in the data active = inhibition above about 35%, passing the limit was not always enough;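 note: plate controls were DMSO wells with GST-MLLE for no effect and wells lacking GST-MLLE protein for full effect; some results filed as inactive read as strong as hits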
SUMO1 PPI mod – SUMO1-SIM interaction modulation. SUMO1 binding to a labelled peptide, TR-FRET, 1 h. inhibition, % at 20 µM. hit rate 0.33% among 360,000. AID 602429; in the data active = inhibition above about 37%
Tb MetRS inh – blocks T. brucei methionyl-tRNA synthetase activity. hit rate 0.4% among 360,000. inhibition, % at 11.9 µM. AID 624268. purified T. brucei MetRS, ATP depletion, Kinase-Glo luminescence;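 active = inhibition above a per-plate cutoff of the control wells' mean inhibition plus 3 SD, cut at about 5.5% in these data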;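 note: 0% = DMSO wells median and 100% = median of wells with control inhibitor compound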
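Assay system: T. brucei methionyl-tRNA synthetase, purified | Medium: HEPES buffer with MgCl2, KCl, DTT, spermine, BSA, pyrophosphatase | Compound: 11.9 µM single point | Incubation: 15 min enzyme-compound preincubation, 2 h reaction, 10 min detection, 25 °C | Measured by: Kinase-Glo luciferase luminescence reporting remaining unconsumed ATP | Measure: % inhibition normalized to control-well medians | Replication: Singlicate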
Rpn11 inh – inhibitors of human proteasome Rpn11 | hit rate 0.59% among 360,000 | O00487 | AID 588493 | human 26S proteasome, Ub4-pepOG fluorescence polarization; 20S core pre-blocked with epoxomicin | calls only at 20 µM;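 active = inhibition at 20 µM, scaled to each plate's controls, above about 33%, limit read from the data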
STEP block – blocks human striatal-enriched tyrosine phosphatase; inhibition, % at 20 µM; recombinant STEP, OMFP fluorogenic substrate, fluorescence; P54829; hit rate 0.25% among 360,000; AID 588621;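 active = inhibition at 20 µM, scaled per plate between control wells, above about 37%, limit read from the data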;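 note: 0% = DMSO with enzyme and substrate and 100% = substrate only without enzyme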
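medium = Bis-Tris buffer pH 6.0, 2.5 mM DTT, 0.005% Tween 20 | test system = STEP (striatal-enriched tyrosine phosphatase) enzyme, cell-free | measure = normalized % inhibition | compound dosing = 20 µM, 1% DMSO | also added = 25 µM OMFP | schedule = reaction 20 min, ambient temperature | measured by = fluorescence read at 480 nm ex / 540 nm em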
CSN inh – CSN deneddylation inhibition | Q92905 | Purified CSN, SCF-Nedd8-OG deneddylation, fluorescence polarization | inhibition, % at 12.5 µM | hit rate 0.38% among 360,000 | AID 651999;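 active = pattern-corrected inhibition above about 35%, with an unprinted fluorescence ratio check between 0.5 and 1.5, limit read from the data, passing the limit was not always enough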;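 note: 0% = enzyme with substrate and 100% = substrate without enzyme; some results filed as inactive read as strong as hits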
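assay system = purified human Csn5 enzyme expressed in HEK293T cells | amount = 0.24 nM enzyme | buffer or medium = Tris/NaCl/DTT buffer, pH 7.5 | reagent = 10 nM SCFSkp2-Nedd8OG | compound = one concentration, 12.5 µM, 0.25% DMSO | times = 90 min reaction at room temperature | signal = FP | read-out basis = % inhibition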
NadD inh – NadD (S. aureus) enzyme inhibition; inhibition, % at 20 µM; purified NadD enzyme, colorimetric absorbance read-out; hit rate 0.78% among 360,000; in the data active = inhibition above about 26%; note: some compounds past the cut are filed as inactive
LMPTP inh – blocks human LMPTP phosphatase; hit rate 0.22% among 360,000; inhibition, % at 20 µM; recombinant LMPTP-A, OMFP fluorogenic substrate, fluorescence intensity; P24666; AID 651560;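 active = compounds that cut the enzyme signal by at least half of the control window in the single-dose screen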;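 note: plate controls were DMSO wells with enzyme plus substrate for no effect and substrate without enzyme for full effect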
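material = LMPTP-A | quantity = 0.625 nM enzyme | reagent = OMFP substrate, 400 µM final | buffer or medium = Bis-Tris pH 6.0, DTT, detergent | detection = endpoint fluorescence intensity from OMFP dephosphorylation | dosing = single 20 µM dose | read-out basis = % inhibition relative to no-enzyme and uninhibited control wells | control set = no-enzyme and uninhibited controls | timing = 50 min at room temperature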
DNMT1 block – inhibitors of human DNMT1; DNMT1 molecular beacon, Hinp1I cleavage, fluorescence; inhibition (reported as % activation of signal), % at 10 µM; AID 588458; hit rate 0.83% among 360,000; in the data active = inhibition above about 50%
Target sequence (P26358 504-1616 limits assumed): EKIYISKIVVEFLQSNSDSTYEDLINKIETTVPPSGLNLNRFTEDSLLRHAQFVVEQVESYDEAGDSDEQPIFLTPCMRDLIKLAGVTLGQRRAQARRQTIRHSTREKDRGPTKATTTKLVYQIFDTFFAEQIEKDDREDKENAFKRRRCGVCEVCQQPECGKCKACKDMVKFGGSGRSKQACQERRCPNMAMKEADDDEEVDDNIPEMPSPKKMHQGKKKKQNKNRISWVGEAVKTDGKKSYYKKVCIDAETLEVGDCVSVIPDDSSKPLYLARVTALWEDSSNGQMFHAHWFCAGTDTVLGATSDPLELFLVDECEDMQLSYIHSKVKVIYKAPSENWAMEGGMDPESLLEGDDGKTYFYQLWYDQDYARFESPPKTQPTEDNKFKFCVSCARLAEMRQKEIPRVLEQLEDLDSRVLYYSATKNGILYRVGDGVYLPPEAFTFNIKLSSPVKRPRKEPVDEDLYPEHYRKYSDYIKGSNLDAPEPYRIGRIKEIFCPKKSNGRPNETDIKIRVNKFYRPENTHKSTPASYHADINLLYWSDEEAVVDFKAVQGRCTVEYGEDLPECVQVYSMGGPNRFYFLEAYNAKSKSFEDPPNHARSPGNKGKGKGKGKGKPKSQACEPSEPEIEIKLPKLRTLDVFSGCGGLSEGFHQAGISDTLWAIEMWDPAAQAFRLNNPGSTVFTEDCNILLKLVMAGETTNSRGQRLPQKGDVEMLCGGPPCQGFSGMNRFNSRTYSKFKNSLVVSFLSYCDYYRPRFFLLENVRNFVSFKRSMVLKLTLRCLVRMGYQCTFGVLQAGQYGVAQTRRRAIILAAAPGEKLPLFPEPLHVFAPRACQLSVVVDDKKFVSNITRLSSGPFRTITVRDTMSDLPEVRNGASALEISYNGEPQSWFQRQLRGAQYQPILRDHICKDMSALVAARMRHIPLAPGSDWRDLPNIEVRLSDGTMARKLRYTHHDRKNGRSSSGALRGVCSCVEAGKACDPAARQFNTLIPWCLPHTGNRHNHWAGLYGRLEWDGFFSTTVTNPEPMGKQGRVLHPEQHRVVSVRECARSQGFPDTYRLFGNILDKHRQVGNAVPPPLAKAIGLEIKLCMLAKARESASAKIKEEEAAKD
Scp-1 inhibitor – inhibitors of human Scp-1 phosphatase. Recombinant Scp1, phosphopeptide, malachite green phosphate absorbance. inhibition, % at 20 µM. hit rate 0.88% among 340,000;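 active = inhibition above about 50% at 20 µM, limit read from the data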;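 note: plate controls were DMSO wells with enzyme for no effect and wells lacking enzyme for full effect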
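System: truncated SCP-1 phosphatase (76-261aa); medium: Tris acetate buffer pH 5.5 with MgCl2 and Tween-20; incubation: 45 min room-temperature reaction, 5 min colour, 30 min stabiliser; compound: single 20 µM dose, 1% DMSO; reagent: Phosphorylated 17-residue peptide substrate; read-out: % inhibition at 20 µM; technique: colorimetric free-phosphate detection, absorbance 630 nm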
Numbers without * were called inactive; i = inactive; / = not tested or not shown.

SMILES	PABP1 MLLE inh	SUMO1 PPI mod	Tb MetRS inh	Rpn11 inh	STEP block	CSN inh	NadD inh	LMPTP inh	DNMT1 block	Scp-1 inhibitor
Cc1ccc(S(=O)(=O)N(C)C[C@@H]2Oc3ncc(Br)cc3C(=O)N([C@H](C)CO)C[C@H]2C)cc1	-8	-1	-0.5	i	-3	1	0	0.2	4	/
Cc1cc(C)c(C#N)c(SCC(=O)c2cc(C)n(CCc3ccccc3)c2C)n1	9	0	-0.5	i	4	1	0	6.4	-3	-7
O=C(NCc1ccco1)C1CCN(C(=O)c2cc3sccc3n2Cc2ccc(Cl)cc2)CC1	10	6	-1.1	i	0	9	0	-1.9	6	-6
O=C(C1CCCCC1)N1CCN(S(=O)(=O)c2cccc([N+](=O)[O-])c2)CC1	-2	-19	0.4	i	-4	2	-6	-0.4	-6	-7
Cc1nnc(NC(=O)CSc2nnc(CNC(=O)c3ccc(S(=O)(=O)N(C)C)cc3)o2)s1	-3	6	-0.4	i	-3	0	-3	1.7	3	-3
COc1ccc(OC)c(N(CC(=O)NN=C2CCN(C)CC2)S(=O)(=O)c2ccccc2)c1	1	5	-0.7	i	-4	-1	-2	-0.6	1	-6
CCOC(=O)Cc1nnc(NC(=O)c2cccc(OCC)c2)s1	4	5	-0.8	i	2	2	1	0.8	3	-14
CCCCOC(=O)Nc1nnc(CCc2ccccc2)s1	8	2	0.0	i	-4	2	0	-0.6	-1	-5
CC(=O)N1CCN(C(C)=O)C1c1ccccc1	-6	1	-0.2	i	1	-1	-4	0.3	3	-4
O=C(NCC1CCCO1)C1CCCN(Cc2cnn(-c3ccccc3)c2-n2cccc2)C1 (stereo not drawn)	-4	0	-0.2	i	1	-6	7	0.0	0	-15
CNC(=O)CSc1nc2c(c(=O)n(C)c(=O)n2C)n1Cc1ccc(C)cc1	-72	1	-0.5	i	-4	3	-2	-0.3	1	-8
COc1cc([N+](=O)[O-])cc2cc(C(=O)NC(C)(C)C)c(=O)oc12	-3	-28	-0.4	i	-1	1	0	-1.4	0	-1
Cc1cccc(C)c1-n1c(SCC(=O)Nc2ccc(C(=O)O)cc2)nnc1-c1cccc(S(=O)(=O)N(C)C)c1	7	1	-0.4	i	0	-3	2	0.9	0	-9
COc1cc(CN2CCNC(=O)C2CC(=O)NC2CCCC2)cc(OC)c1 (stereo not drawn)	7	-1	-0.4	i	3	0	-3	0.4	42	-2
Cc1cccc(NC(=O)CSCc2c(C)noc2C)c1C	-5	-2	-1.0	i	-1	3	0	1.8	-3	-4
O=C(Nc1ccc(F)cc1)N(Cc1ccco1)Cc1cc2cc3c(cc2[nH]c1=O)OCO3	17	13	0.1	i	1	-2	3	-1.2	-7	-12
CN(c1ccc(C(=O)O)cc1)S(=O)(=O)c1ccccc1	17	2	-0.6	i	0	-1	-8	-1.6	0	-2
Cc1ccc(S(=O)(=O)/N=C(\N)Nc2nc(C)c3ccc(C)cc3n2)cc1	6	11	-0.4	i	3	4	5	1.9	2	-6
CCOC(=O)NC(=O)COC(=O)c1ccc(O)cc1	4	3	-0.2	i	1	0	5	0.4	3	-11
CCn1nc(C)c(Br)c1Nc1ccc(Br)cc1	9	4	-0.6	i	-4	0	-7	-0.1	-1	-8

By substructure, the compounds so far with a halogen (4)
SMILES	PABP1 MLLE inh	SUMO1 PPI mod	Tb MetRS inh	Rpn11 inh	STEP block	CSN inh	NadD inh	LMPTP inh	DNMT1 block	Scp-1 inhibitor
Cc1ccc(S(=O)(=O)N(C)C[C@@H]2Oc3ncc(Br)cc3C(=O)N([C@H](C)CO)C[C@H]2C)cc1	-8	-1	-0.5	i	-3	1	0	0.2	4	/
O=C(NCc1ccco1)C1CCN(C(=O)c2cc3sccc3n2Cc2ccc(Cl)cc2)CC1	10	6	-1.1	i	0	9	0	-1.9	6	-6
O=C(Nc1ccc(F)cc1)N(Cc1ccco1)Cc1cc2cc3c(cc2[nH]c1=O)OCO3	17	13	0.1	i	1	-2	3	-1.2	-7	-12
CCn1nc(C)c(Br)c1Nc1ccc(Br)cc1	9	4	-0.6	i	-4	0	-7	-0.1	-1	-8

The listing picks up with the 4 entries that preceded the break.
SMILES	PABP1 MLLE inh	SUMO1 PPI mod	Tb MetRS inh	Rpn11 inh	STEP block	CSN inh	NadD inh	LMPTP inh	DNMT1 block	Scp-1 inhibitor
CN(c1ccc(C(=O)O)cc1)S(=O)(=O)c1ccccc1	17	2	-0.6	i	0	-1	-8	-1.6	0	-2
Cc1ccc(S(=O)(=O)/N=C(\N)Nc2nc(C)c3ccc(C)cc3n2)cc1	6	11	-0.4	i	3	4	5	1.9	2	-6
CCOC(=O)NC(=O)COC(=O)c1ccc(O)cc1	4	3	-0.2	i	1	0	5	0.4	3	-11
CCn1nc(C)c(Br)c1Nc1ccc(Br)cc1	9	4	-0.6	i	-4	0	-7	-0.1	-1	-8
COC(=O)c1cnc(N2CCCN(S(=O)(=O)c3ccccc3)CC2)nc1C(F)(F)F	-3	-1	2.3	i	2	1	-9	1.4	0	-23
O=C(Cc1cccc(NC(=O)C2CCCN(C(=O)C3CCCC3)C2)c1)Nc1cccc(C(=O)N2CCCCC2)c1 (stereo not drawn)	3	-3	-0.1	i	-2	3	2	-2.1	1	-8
CC1CCC(NC(=O)c2cc(C3CC3)nn2-c2ccccc2)CC1 (stereo not drawn)	5	3	-0.2	i	0	1	-6	1.6	-2	-2
CC[n+]1ccccc1/C=C/Nc1ccccc1	-110	-6	-0.8	i	-3	0	7	0.0	-5	5
O=C(Cc1ccccc1Cl)Nc1ccc(S(=O)(=O)N2CCOCC2)cc1	-5	-1	-0.4	i	-1	-3	0	0.5	0	1
O=C(CN1C(=O)C2CC=CCC2C1=O)Nc1ccc(S(=O)(=O)NC2=NCCCCC2)cc1 (stereo not drawn)	-17	5	-0.2	i	-1	8	13	-0.8	4	-2
CC(=O)Oc1ccc2c(C)c(CC(C)O)c(=O)oc2c1 (stereo not drawn)	-4	-3	-0.2	i	3	0	-2	-2.0	-1	-1
CCC(C)(C)NC(=O)C(c1ccc(OC)cc1)N(C(=O)CCC(=O)Nc1cc(C)on1)c1ccccc1OC (stereo not drawn)	-5	-3	-0.3	i	1	3	1	-0.9	1	-3
CCOc1ccc(N(CC(=O)NC2CCCCCC2)S(=O)(=O)c2c(C)[nH]c(=O)[nH]c2=O)cc1	6	9	-0.2	i	2	-2	2	-1.4	0	3
COc1ccc(-n2cnc3cc([N+](=O)[O-])ccc32)cc1	-3	-16	-0.9	i	0	4	-3	-0.5	1	-1
CCCCCCn1c(=O)[nH]c2nc3cc(N)c(C)cc3nc2c1=O	i	-24	0.2	i	-199	-74	17	-11	63*	-3
CCc1ccc(C2CC(c3cccc(OC)c3)n3nc(N)nc3N2)cc1 (stereo not drawn)	-10	4	0.3	i	-3	-2	4	0.0	0	3
C=CCNC(=O)C12CC3CC(C1)CC(C(=O)NCC=C)(C3)C2	8	-1	-0.6	i	0	-3	4	-0.9	-4	-4
S=c1[nH]nc(CN2CCCCC2)n1-c1ccc(Cl)cc1	-34	0	1.2	i	6	-2	-2	-0.5	2	-5
COc1ccc(C(=O)NC2=NCCS2)cc1S(=O)(=O)N1CCOCC1	4	2	0.3	i	-2	-2	-2	-0.6	-1	/
CCOC(=O)C1CCN(S(=O)(=O)c2cccc(-c3cn4ccccc4n3)c2)CC1	10	1	-0.7	i	1	-1	4	1.8	-5	-2
O=c1[nH]nc(CNc2ccc(O)cc2)c2ccccc12	6	55*	0.8	i	-1	11	2	13	6	6
COc1ccc(C(C)=O)cc1COc1cccc2cccnc12	-9	-4	-1.5	i	0	3	3	0.9	-3	-4
O=C(Oc1ccc(F)cc1)c1ccc2c(=O)n3c(nc2c1)CCC3	-43	-3	-0.5	i	4	2	6	-1.3	-2	1
O=S(=O)(NC1=NCCCCC1)c1ccccc1Cl	-7	2	-0.5	i	0	4	-4	-1.9	0	-4
Cc1ccc(N=C2NC(=O)/C(=C/c3cccn3C)S2)c(C)c1	-11	-14	-0.1	i	1	3	-1	2.8	-3	-11
O=C(O)c1ccc2c(c1)C(=O)N(C(Cc1ccccc1)C(=O)O)C2=O (stereo not drawn)	1	0	-0.5	i	2	1	-2	-1.9	0	7
Nc1cc2ccncc2c2ccccc12	4	-18	-1.2	i	0	3	-3	35	2	-8
Cc1cn([C@H]2C[C@H](O)[C@@H](CCC(=O)NCc3cccc4ccccc34)O2)c(=O)[nH]c1=O	3	0	-0.9	i	-1	5	2	1.1	2	/
CS(=O)(=O)N1N=C(c2ccc(Br)cc2)CC1c1cccs1 (stereo not drawn)	7	5	0.1	i	-3	0	-7	0.4	0	0
CCOc1ccc(CCNC(=O)c2nccnc2C(=O)O)cc1OCC	3	1	-0.4	i	-2	1	-6	-0.4	3	-10
C=C(C)C1CC=C(C)/C(=N\NC(=O)CCC(=O)Nc2ccc(C)c(C)c2)C1 (stereo not drawn)	-1	1	-0.1	i	5	3	-4	2.1	-3	-1
Cn1cc(C(=O)c2ccccc2)cc1-c1nc2ccccc2n1C	-1	0	-0.5	i	-2	5	8	-1.0	1	-2
COc1ccccc1N(C)S(=O)(=O)c1ccc(C(=O)OCC(=O)NCC(F)(F)F)cc1	1	2	-0.2	i	-1	-3	0	-0.1	-1	50
CC(Sc1nnc(-c2ccccc2F)o1)C(=O)Nc1ccc(N2CCOCC2)cc1 (stereo not drawn)	-12	1	-0.5	i	0	1	-4	-1.0	3	4
CCC(C)(C)n1nnnc1CN1CCC(NC(=O)c2ccc(Br)cc2)CC1	6	1	-0.6	i	0	2	0	-0.8	-2	-14

Screens from PubChem BioAssay.
